Compound activity: PubChem BioAssay, several laboratories
FLuc inhib CS = Photinus pyralis luciferase inhibition counter-screen | 200,000 tested, 1.5% active | P08659 | AID 1006 | ATPLite firefly luciferase biochemical luminescence, 10 min | inhibition, % at 10 µM;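 active means inhibition above about 50% when tested at 10 µM, limit read from the data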
Target sequence (P08659 whole entry, looked up): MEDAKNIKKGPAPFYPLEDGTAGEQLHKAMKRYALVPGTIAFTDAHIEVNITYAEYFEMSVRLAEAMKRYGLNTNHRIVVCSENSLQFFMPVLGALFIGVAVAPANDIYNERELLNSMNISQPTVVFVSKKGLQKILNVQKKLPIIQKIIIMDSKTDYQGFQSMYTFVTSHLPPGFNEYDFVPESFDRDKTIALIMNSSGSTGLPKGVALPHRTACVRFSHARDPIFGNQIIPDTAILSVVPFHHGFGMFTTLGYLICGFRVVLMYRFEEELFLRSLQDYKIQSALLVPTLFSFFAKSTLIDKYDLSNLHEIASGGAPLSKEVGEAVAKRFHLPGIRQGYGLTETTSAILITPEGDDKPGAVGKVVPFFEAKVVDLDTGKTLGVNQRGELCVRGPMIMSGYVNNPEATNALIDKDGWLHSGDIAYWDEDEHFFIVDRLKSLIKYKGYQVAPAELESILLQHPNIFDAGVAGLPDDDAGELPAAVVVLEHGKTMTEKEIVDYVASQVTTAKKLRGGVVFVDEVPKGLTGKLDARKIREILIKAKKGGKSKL
Hsp70 activator = switches on Hsp70 transcription; 200,000 tested, 0.04% active; HeLa Hsp70 promoter luciferase reporter, luminescence; scaled: vehicle 0, proteasome-inhibitor control 100%; activation, % at 10 µM; AID 1203;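 active means activation above the mean across all tested compounds plus 3 SD, cutoff set per campaign, cut at about 5.5% in these data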;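 further: 100% = MG132 at 30 µM as the positive control and 0% = DMSO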
STAT1 act = STAT1 signaling activation | activation (% of control), % at 5.5 µM | 200,000 tested, 2.6% active | NIH 3T3 STAT1-luciferase reporter, IFN-gamma, luminescence; 100% = IFN-gamma alone, no compound;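 active means activation above the screen-wide mean activation plus 3 SD, cut at about 130% in these data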;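 further: raw ratio to IFN-gamma control signal so 100% means no change and 0% no light; values of inactives mirror those of a sister screen read the other way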
APP 5'UTR act = APP 5'UTR luciferase reporter activation | activation, % at 2 µM | 190,000 tested, 1% active | SH-SY5Y APP 5'UTR luciferase reporter, luminescence; zero percent = DMSO vehicle wells;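 active means activation above a set limit, based on mean plus 3 SD of controls, cut at about 140% in these data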; further: values of inactives mirror those of a sister screen read the other way
APP transl inh = APP translation inhibition; inhibition, % at 2 µM; SH-SY5Y APP 5'UTR-luciferase reporter, luminescence; 190,000 tested, 0.82% active;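 active means inhibition above a set limit, derived from the sample mean plus 3 SD, cut at about 45% in these data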; further: values of inactives mirror those of a sister screen read the other way
DTT redox prof = compounds producing H2O2 with reducing agent – biochemical, NIH compound library profiling, artefact control for MLSCN library redox annotation, primary screen; DTT-dependent redox cycling H2O2, phenol red/HRP absorbance; 100% = 100 µM peroxide control, 0% = buffer; activation, % at 10 µM; 200,000 tested, 0.03% active; AID 878;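 active means activation of at least 50% relative to the plate's high and low controls in the primary single-dose screen; inactive means activation below 50%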;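 further: compound incubated with DTT at 0.8 mM final as the reducing agent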
FLuc stim CS = firefly luciferase counter-screen for stimulation assays; ATPlite luciferase biochemical, luminescence, 10 min; 0 = ATP-free wells, 1 = DMSO control; activation factor at 10 µM; 200,000 tested, under 10 active; AID 1027;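 active means luciferase activation factor, scaled between plate controls, of at least 2 with compound at 10 µM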
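Assay system: Luciferase/luciferin detection reagent, cell-free biochemical luciferase assay / Also added: ATP substrate / Schedule: 10 min at ambient temperature / Measured by: luminescence measurement of luciferase light output / Benchmarks: low control with PBS replacing ATP, high control enzyme plus ATP without compound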
NF-kB neuron act = NF-kB expression increase, human neuronal cells. 190,000 tested, 1.6% active. fold change at 12.5 µM. NF-kB reporter expression; hits give high values. AID 1239; in the data active means fold change above about 3.3
Efa HMGR inh = blocks class II HMG-CoA reductase of Enterococcus faecalis; purified E. faecalis HMGR, NADPH absorbance 340 nm kinetic; inhibition, % at 10 µM; 190,000 tested, 0.41% active; AID 1066;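 active means inhibition above a set limit, the median over all tested compounds plus 3 SD, cut at about 9.5% in these data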;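 further: enzyme runs in reverse so mevalonate oxidation gives rising NADPH absorbance; 0% = complete reaction with DMSO and 100% = background rate lacking mevalonate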
G6PDH counter = inhibits Leuconostoc G6PDH, flagging false hits in G6PDH-based assays. 200,000 tested, 0.12% active. AID 1020. inhibition, % at 5 µM. Purified L. mesenteroides G6PDH, diaphorase/resazurin coupled fluorescence, 45 min; in the data active means inhibition above about 50%
* marks the source's active call; other numbers are inactive results; . = not tested or not shown. An unsorted share of the library; 5.3% or so of the library scored in one or more.

SMILES	FLuc inhib CS	Hsp70 activator	STAT1 act	APP 5'UTR act	APP transl inh	DTT redox prof	FLuc stim CS	NF-kB neuron act	Efa HMGR inh	G6PDH counter
CC(=O)c1ccc(Sc2nnc(C)s2)c([N+](=O)[O-])c1	-5	-0.2	84	19	-19	-0.3	1.1	.	0	7
Cn1cnnc1SC1c2cccc3cccc(c23)C1NS(=O)(=O)c1ccc(Cl)cc1 (centres undefined)	-7	-0.1	95	10	-10	0.4	1.1	1.1	-4	-12
Nc1sc2c(c1C(=O)NC1CCS(=O)(=O)C1)CCCC2 (centres undefined)	-5	0.3	100	-1	1	0.2	1	1	-6	-11
COc1ccc(/C=C(/NC(=O)c2cccc([N+](=O)[O-])c2)C(=O)O)cc1OC	-1	0.6	103	23	-23	1.4	1	1.4	1	21
CCOC(=O)Cn1c(=O)n(Cc2ccco2)c(=O)c2ccc(C(=O)NCCc3ccccc3)cc21	3	-0.1	101	15	-15	-1.0	1	0.74	1	1
O=C(CCNc1ccc(Br)cc1)c1cccc([N+](=O)[O-])c1	-6	0.0	98	9	-10	11	1.1	1.3	-5	-1
O=S(=O)(c1cccs1)n1cccn1	-6	-0.2	100	-9	9	1.4	1.1	1.4	0	1
CCOc1cc(C=C(C(=O)OC)C(=O)OC)ccc1OCc1ccc([N+](=O)[O-])cc1	-5	0.8	96	-21	21	-1.1	1	3.1	4	-24
CCOC(=O)c1c(NC(=O)CSc2nc3cc(Cl)ccc3c(=O)n2Cc2ccco2)sc(C(=O)N(C)C)c1C	-5	-0.4	105	-8	8	0.0	1.1	0.76	2	-33
O=C(Nc1nc2ccc(Cl)cc2s1)c1ccc(N2CCCCC2)c([N+](=O)[O-])c1	-4	-0.2	96	25	-25	0.3	1	1.1	-1	16
c1ccc(OCCSc2nnc3sc4ccccc4n23)cc1	80*	-0.4	54	120	-120	2.1	0.2	1.4	0	2
C/C(=C\c1ccccc1)C(=O)NC1CCSC1=O (centres undefined)	-4	-0.1	97	2	-2	-3.2	1	1.4	0	0

Ordered by heavy-atom count (low to high): some entries from above
SMILES	FLuc inhib CS	Hsp70 activator	STAT1 act	APP 5'UTR act	APP transl inh	DTT redox prof	FLuc stim CS	NF-kB neuron act	Efa HMGR inh	G6PDH counter
O=C(CCNc1ccc(Br)cc1)c1cccc([N+](=O)[O-])c1	-6	0.0	98	9	-10	11	1.1	1.3	-5	-1
c1ccc(OCCSc2nnc3sc4ccccc4n23)cc1	80*	-0.4	54	120	-120	2.1	0.2	1.4	0	2
CCOc1cc(C=C(C(=O)OC)C(=O)OC)ccc1OCc1ccc([N+](=O)[O-])cc1	-5	0.8	96	-21	21	-1.1	1	3.1	4	-24

Next records.
SMILES	FLuc inhib CS	Hsp70 activator	STAT1 act	APP 5'UTR act	APP transl inh	DTT redox prof	FLuc stim CS	NF-kB neuron act	Efa HMGR inh	G6PDH counter
CCc1nc(SCc2cc(Cl)ccc2OC)n[nH]1	-6	-0.4	108	-8	8	2.8	1.1	1	0	-16
O=C1Nc2ccc([N+](=O)[O-])cc2C1(O)N1CCCCC1 (centres undefined)	-7	-0.4	105	-14	14	-8.0	1.1	0.97	-1	0
Cc1ccc(-c2nc3ccccc3o2)cc1NC(=S)NC(=O)c1cccs1	-7	-0.4	118	61	-61	1.7	1.1	2.1	0	-3
CCOc1ccc(N2CC(C(=O)NCCC3=CCCCC3)CC2=O)cc1 (centres undefined)	-3	-0.3	97	-3	3	-0.1	1	1.1	0	14
COc1ccc(C2C=C(c3ccc(F)cc3)NC(=S)N2)cc1OC (centres undefined)	-1	0.0	86	2	-2	-2.1	1	0.95	-2	-3
CN(c1ccc(OCC(=O)OCC(=O)c2c(N)n(C)c(=O)n(C)c2=O)cc1)S(=O)(=O)c1ccc2ccccc2c1	-8	0.0	94	5	-5	-1.1	1.1	1	-1	7
NNC(=O)c1ccc(CN2C(=O)c3cccc4cccc2c34)cc1	-4	-0.3	96	13	-13	-0.8	1	1.4	0	5
c1ccc(Cn2ccnc2-c2ccco2)cc1	1	-0.3	110	57	-57	0.2	1	1.2	0	-3
CCN(CC)c1ccc(/C=N/NC(=O)Nc2nonc2N)cc1	25	-0.3	115	-10	10	0.1	0.8	1.2	-3	6
COc1c(/C=N/Nc2nc(N3CCCCC3)nc(N3CCCCC3)n2)cccc1[N+](=O)[O-]	-7	-0.1	101	-5	4	2.0	1.1	1.2	-10	8
CCCC(=O)NC(c1ccccc1OC)c1ccc2cccnc2c1O (centres undefined)	-5	-0.5	93	-75	75*	0.8	1	4.7*	-2	26
Cc1c(CN(C)C)c2c(n1Cc1ccccc1)C(=O)c1ccc(Br)cc1-2	-5	-0.5	99	4	-4	0.4	1	0.96	1	0
O=C(NCCc1c[nH]c2ccccc12)/C(=C\c1cccnc1)NC(=O)c1ccco1	-6	-0.1	98	-6	6	0.4	1.1	0.9	-11	2
Cc1ccccc1-c1nn(-c2ccc(F)cc2F)cc1CNC1CC1	-5	0.2	94	11	-11	-1.2	1	.	0	14
CC(C)c1ccc(N2C(=O)CC(Sc3nc4ccccc4o3)C2=O)cc1 (centres undefined)	1	-0.2	98	10	-10	-6.7	1	0.53	0	9
CCCCCCCN(C(=O)CCl)c1ccccc1C	-7	-0.3	97	12	-12	0.3	1.1	0.35	-8	-8
CC1CN(C(=O)c2ccc3c(c2)OCO3)OC(c2ccccc2)O1 (centres undefined)	-6	-0.1	104	4	-4	-0.2	1.1	1.3	0	9
O=[N+]([O-])c1ccc(Nc2ccc(Cl)cc2)nc1	-8	0.3	95	7	-7	-0.7	1.1	2.1	-7	9
Cc1ccc(O)c(NC(=S)NC(=O)/C=C/c2ccco2)c1	-2	0.2	99	45	-45	-0.8	1	1.2	0	0
Cc1c(C(=O)NCc2cccnc2)oc2ccc(S(=O)(=O)N3CCCCC3)cc12	0	-0.3	92	-14	14	1.8	1	0.59	0	5
CCC1(C)Cc2c(sc3c2c(=O)n(C)c2nnc(SCC(=O)c4ccccc4)n32)CO1 (centres undefined)	.	-0.1	96	-4	4	0.2	.	.	.	.
CCOC(=O)CC(=O)N/N=C/c1c(N)n(C)c(=O)n(C)c1=O	-6	0.0	102	3	-3	-0.3	1.1	1.3	-2	-2
COc1ccc(N2CCN(C(c3cccs3)c3nnnn3C3CCCC3)CC2)cc1 (centres undefined)	-4	0.4	101	17	-17	2.1	1	0.87	2	-1
C=CCSc1nccc(=O)[nH]1	-2	-0.2	103	-12	12	0.2	1	1	-1	0
O=C(CNC(=S)NC(=O)c1ccc(Br)o1)c1ccccc1	0	0.7	99	-18	18	-0.3	1	1.2	-5	0
CC1=C(C(=O)OCC2CCCO2)C(c2coc3ccccc3c2=O)C2=C(CCCC2=O)N1 (centres undefined)	-5	-0.2	107	10	-10	-0.5	1	0.98	-3	8
Cc1nc(CS(=O)c2ccc(Cl)cc2)cc(N2CCOCC2)n1 (centres undefined)	-2	-0.2	95	-1	1	2.3	1	0.88	-3	0
O=C1CC(c2ccco2)Cc2nc(NCC3CCCO3)ncc21 (centres undefined)	-6	-0.4	102	.	.	-14	1.1	1.2	1	8
O=C(N/N=C/c1ccc(-c2cccc(C(F)(F)F)c2)o1)c1cccc(F)c1	-3	-0.2	106	7	-7	-3.1	1	0.87	0	-60
CN(C)/C=C(/C(=O)c1ccc(Cl)cc1)S(=O)(=O)c1ccccc1	-6	0.0	93	5	-5	-4.8	1.1	1.7	-2	3
CCCC(c1nnnn1C1CCCCC1)N1CCN(C2CCCC2)CC1 (centres undefined)	-9	-0.3	102	19	-19	-2.8	1.1	1.2	-2	7
Nc1cccnc1-n1nc(C(F)(F)F)cc1C(F)(F)F	3	-0.1	99	1	-1	-1.6	1	0.92	-4	12
COc1ccc(OC)c2c1sc(=NC(=O)CN1C(=O)CCC1=O)n2C	-7	-0.2	105	.	.	-1.1	1.1	1	-3	2
Cc1nc2sc3c(c2c(=O)n1/N=C/c1cccnc1)CCCC3	0	0.1	108	-10	10	-0.2	1	1	-3	-7
CN=C1C([N+](=O)[O-])=CC=C2C1=NC1(CCCCC1)N2O	10	-0.3	92	-18	18	-0.4	0.9	1.1	-4	40
CSc1ccccc1NC(=O)c1ccc([N+](=O)[O-])cc1	-2	0.1	110	6	-6	0.2	1	1	-5	-1
O=c1[nH]c(CN2CCN(Cc3ccc4c(c3)OCO4)CC2)nc2ccccc12	-4	-0.3	98	1	-1	2.9	1	1.4	0	4
Cc1cc(C)n(-c2ccc(C(=O)NCc3cccs3)cc2)n1	-1	0.2	95	-13	13	2.9	1	1.8	1	3
COc1ccc(OC)c(C(c2nnnn2CCc2ccccc2)N2CCN(c3ccccc3)CC2)c1 (centres undefined)	-9	-0.5	90	0	0	3.4	1.1	0.77	2	2
O=S(=O)(c1cccs1)N1CCN(CC(O)COc2cc(Cl)ccc2Cl)CC1 (centres undefined)	-6	-0.3	81	2	-2	3.4	1.1	0.59	0	0
O=C1C2C3C=CC(C4CC34)C2C(=O)N1/N=C/c1cccs1 (centres undefined)	20	-0.3	102	-1	1	-0.5	0.8	1.4	-2	5
CCN1CCN(c2nc(-c3cccs3)nc3ccccc23)CC1	2	-0.1	107	-5	5	0.7	1	0.85	2	7
CCOC(=O)N1CCC(NC(=O)CC(NS(=O)(=O)c2ccc(Cl)cc2)c2ccco2)CC1 (centres undefined)	-7	-0.2	109	12	-12	0.5	1.1	1	-3	3
CCCS(=O)(=O)N1CCC(C(=O)N2CCC(Cc3ccccc3)CC2)CC1	-6	-0.2	97	-20	20	-2.9	1.1	1.4	3	14
CSc1nc2ccsc2c(=O)n1-c1ccccc1	-3	-0.1	93	27	-27	-1.2	1	1.1	7	3
CCOc1ccc(N(CC(=O)Nc2cccc(N(C)S(C)(=O)=O)c2)S(=O)(=O)c2ccccc2)cc1	-7	-0.1	85	-15	15	-0.3	1.1	0.63	2	-2
Cc1ccc(C2=NC(C(F)(F)F)(C(F)(F)F)c3c(n(-c4ccc(F)cc4)c(=O)[nH]c3=O)N2)cc1	-3	-0.2	90	0	0	-0.3	1	0.56	-1	12
C=CCn1c(O)c(N=NC(=S)Nc2ccccc2F)c2ccccc21	-4	1.9	97	-19	19	-0.3	1	1.3	-2	2
COCc1cc(=O)n2[nH]c(C(F)(F)F)nc2n1	-5	-0.3	100	8	-8	-0.2	1	1	2	2
Cc1cccc(/C=N/NC(=O)c2cc(-c3cccnc3)nc3c2c(C)nn3-c2ccccc2)c1	1	-0.5	97	-11	11	0.5	1	0.97	-21	-24
CC1CCN(C(=O)C2CCC(C)(C(=O)O)C2(C)C)CC1 (centres undefined)	-8	-0.4	102	1	-1	0.2	1.1	1.5	-1	3
CC(=O)n1nc(-c2cccc(C)c2)nc1SCC(=O)Nc1ccccc1	4	0.0	99	18	-18	-0.7	1	1.1	0	4
O=C(Nc1c(C(=O)O)[nH]c2ccccc12)NC1CCCCC1	2	0.0	98	3	-3	2.1	1	0.97	-6	7
CC(=O)Nc1ccc(NC(=O)COc2c(C)cc(Br)cc2C)cc1	-3	0.1	98	29	-29	-0.4	1	1.1	4	8
